12-LOX inh: blocks human arachidonate 12S-lipoxygenase; P18054; purified 12hLO, xylenol orange hydroperoxide absorbance; Potency, µM (series often up to 108 µM), for inactives: at the top dose activity change, negative = inhibition, usual class: inhibitors; actives 1.1% (n = 580,000); AID 1671190; active means well fitted inhibition curve with a large enough effect; inconclusive means small, poorly fitted or top-dose-only effect, or another doubt; inactive means no such curve, though single readings can be large or run the other way
Target sequence (P18054 whole entry, looked up): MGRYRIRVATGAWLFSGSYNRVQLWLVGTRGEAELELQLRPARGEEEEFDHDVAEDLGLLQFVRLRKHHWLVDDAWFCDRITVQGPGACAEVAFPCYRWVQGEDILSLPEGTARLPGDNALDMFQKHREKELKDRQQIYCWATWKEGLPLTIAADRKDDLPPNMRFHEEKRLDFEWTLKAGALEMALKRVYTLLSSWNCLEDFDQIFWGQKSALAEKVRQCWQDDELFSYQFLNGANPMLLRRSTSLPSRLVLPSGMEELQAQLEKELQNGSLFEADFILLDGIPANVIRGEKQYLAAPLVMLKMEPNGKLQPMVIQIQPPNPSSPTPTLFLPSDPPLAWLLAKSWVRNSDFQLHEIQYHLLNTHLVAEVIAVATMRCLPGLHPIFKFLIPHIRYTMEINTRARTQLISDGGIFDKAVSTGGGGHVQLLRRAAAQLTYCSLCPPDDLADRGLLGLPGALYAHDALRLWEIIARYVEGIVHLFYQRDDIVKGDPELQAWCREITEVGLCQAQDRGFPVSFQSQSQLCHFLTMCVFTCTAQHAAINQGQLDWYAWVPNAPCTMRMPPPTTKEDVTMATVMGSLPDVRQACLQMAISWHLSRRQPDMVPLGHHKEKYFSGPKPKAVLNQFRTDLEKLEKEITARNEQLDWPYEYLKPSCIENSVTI
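Hydroperoxide product was detected by ferrous iron/xylenol orange as the 573 to 405 nm absorbance ratio. Arachidonic acid at 40 uM (final) was turned over for 30 min at room temperature by 150 nM human 12hLO, pH 7.0 Hepes buffer, after 15 min compound preincubation.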
Starred values were filed as active, the others as inactive; ? = inconclusive; & = joins results of further samples; [ ] = another dose, or the depositor's remark. On the % scale 0 is the no-effect control and ±100 the full control effect; potency means the concentration at half of the fitted maximal effect. A portion of the library, so the mix of outcomes need not match the whole.

SMILES	12-LOX inh
Cn1c(CN2CCOCC2)nnc1C1CCCN(C(=O)c2cc[nH]c2)C1 (stereo unspecified)	-16%
CCCn1cnnc1CNC1CCC2(CCNCC2)CC1	?
CN(Cc1csc(-c2ccccc2)n1)C(=O)c1ccc2nccn2c1	20%
CC(=O)Nc1ccc(CNC(=O)CN2CCN(C(C)=O)CC2)cc1	2%
COc1ccc2c(c1)CC[C@H]1[C@@H]2CC[C@]2(C)[C@@H](NCCCCCCN3C(=O)C=CC3=O)CC[C@H]12	-7%[57.4 µM]
O=c1[nH]c(C2CCN([S+](=O)([O-])c3cccc(C(F)(F)F)c3)CC2)nn1-c1ccccc1	26%
CC(=O)N1CCc2nn(CC(=O)Nc3ccc(Cl)cc3F)c(=O)cc2C1	16%
COc1ccc(-c2noc(CC3CCN(C(=O)Cc4ccccc4)CC3)n2)cc1	0%
CCOCCNc1nc(N)nc2c1CCN(C(=O)C1(N)CCC1)CC2	6%
Cc1ccc(O[C@H]2COCC[C@H]2NC(=O)c2cc(CC(C)C)nc(N)n2)cn1	24%
NC(=O)c1cccc(-c2n[nH]c3c2CC(=O)N(Cc2ccccc2)C3)c1	0%[176 µM]
O=C(Nc1ccccc1)c1cnc(-c2ccc(F)cc2)nc1-c1ccncc1	?
Cc1nonc1CC(=O)N1CCC(O)(CN2CCOCC2)C(C)(C)C1 (stereo unspecified)	0%
Cn1nccc1CCC(=O)N1CCN(C(=O)C2CCC2)[C@@H]2CS(=O)(=O)C[C@@H]21	8%
COc1ccc(-c2nc(C)nc3c2CCN(Cc2ccc(F)cc2)CC3)cc1	65%
COc1ccccc1-c1[nH]nc2ncc(C(=O)NCC3CC3)nc12	43%[activator][176 µM]
COc1ccc(NC(=O)c2cccc3c2CCN3C(=O)Nc2ccc(F)cc2)c(C)c1	?
Cc1ccc(C(=O)N2CCC3(Cc4ccccc4NC3=O)C2)cc1 (stereo unspecified)	34%[176 µM]
COc1cc2c(cc1CN1CCn3nc(C(O)CO)cc3C1)OCCO2 (stereo unspecified)	47%[activator]
O=C(CC1CCCC1)N[C@@H](Cc1cccnc1)C(=O)N1CCC[C@H]1C(=O)NCCc1ccccc1Cl	-8%
O=C(c1ccco1)N1C[C@@H]2C(CN(CC#Cc3ccccc3)C3CC3)[C@@H]2C1 (stereo partly specified)	38%[activator]
N#Cc1ccc(C(=O)N2CCC3(CC2)CC(CO)N(C(=O)c2ccccc2)C3)cc1 (stereo unspecified)	-5%
COC(=O)c1c(NC(=O)c2ccccc2)c2cc(NC3CCOCC3)cnc2n1CC1CCCO1 (stereo unspecified)	70%[activator]
COc1ccc(-c2cc3nc4c(c(=O)n3[nH]2)CN(C(=O)CCc2ccccc2)CC4)cc1	52%[activator]
COCC1CN(C)CC12CCN(Cc1sccc1C)CC2 (stereo unspecified)	34%[activator]
New compounds follow.
SMILES	12-LOX inh
CCCNC(=O)C12CCCC=C1N(CC)C(=O)CC2 (stereo unspecified)	54%[activator]
c1ccc(Nc2cc3c(cn2)NCCN(Cc2cccs2)C3)cc1	?
CS(=O)(=O)N1CCc2ccc(S(=O)(=O)NCC3CCCO3)cc2C1 (stereo unspecified)	35%[activator]
CCC(CC)c1nc(CN2C(=O)NC(c3ccc(OC)cc3)C3=C2COC3=O)no1 (stereo unspecified)	7%
CN(C)C1(CNC(=O)c2ccc(OC3CCN(C(=O)C4CC4)CC3)cc2)CCCCC1	7%
CCCC(=O)OC[C@H]1CN(C2CCCC2)S(=O)(=O)c2c(Oc3ccc(F)cc3OC)cccc2O1	-10%
Cn1ncc(N2CCOC(CCNc3ccc(C#N)cn3)C2)cc1=O (stereo unspecified)	64%[activator]
COc1ccc(Cn2c3c(c(=O)n2Cc2ccccc2)CCN(C(=O)C2CCOCC2)C3)cc1	1%
COC(=O)N1CCn2c(nn(-c3ccc([N+](=O)[O-])cc3)c2=O)C1	8%[176 µM]
O=C(C[C@@H]1CCNC[C@@H]1Cc1cc(CN2CCOCC2)on1)N1CCN(c2ccc(F)cc2)CC1	-8%
Cc1ccc(C)c(S(=O)(=O)c2nnn3c2nc(N2CCOCC2)c2ccccc23)c1	-2%[6.33 µM]
CN1CCC(NCC2(COc3cccnc3)C[C@@H](O)[C@@H](O)C2)CC1 (stereo partly specified)	-3%[176 µM]
Cc1nn(C)c(C)c1CCNC(=O)CN1CC2CC(C1)[C@H]1CCCC(=O)N1C2 (stereo partly specified)	23%
Cc1cc2nc(CCNC(=O)[C@H]3CCC[C@@H](O)C3)[nH]c2cc1C	-3%
O=C(NCc1nnc2ccc(-c3ccccc3)nn12)c1ccccn1	2%
CC(C)=CC(=O)N1CC[C@H](NC(=O)NC2CCCCC2)[C@H]1C(=O)N[C@H](Cc1c[nH]c2ccccc12)C(N)=O	?
O=C(C1CC1)N1CCC(c2nn(-c3ccc(Cl)cc3)c(=O)[nH]2)CC1	-20%[176 µM]
O=C(NCc1ccc(F)cc1)N1CC(c2nnc(-c3ccncc3)o2)C2(CCOCC2)C1 (stereo unspecified)	?
Cc1cccc(C(C(=O)NCc2cc(-c3cccc(F)c3)no2)N(C)C)c1 (stereo unspecified)	-5%
COCCCNC(=O)C1(CCO)CC12CCOCC2 (stereo unspecified)	15%
CN(Cc1ccccc1)[C@@H]1[C@H](O)[C@H](CO)O[C@@H]1CNC(=O)Nc1ccc(F)cc1F	-2%
CN1CCN(CCNC(=O)c2ccc(-c3ccc(N4CCCCCC4)nc3)cc2)CC1	?
COCC(=O)N1CC(C(=O)NCc2ccncc2)C2(CCOCC2)C1 (stereo unspecified)	2%
COc1cccc([S+](=O)([O-])N2CCc3nc(C4CC4)nc(-c4ccc(Cl)cc4)c3C2)c1	?
O=C1Nc2ccccc2OCC12CCN(CC1CCCCC1)CC2	47%[176 µM]
Next section.
SMILES	12-LOX inh
O=C(Nc1ccc([C@@H](O)[C@H]2COCC(=O)N2Cc2ccccc2F)cc1)c1ccc2c(c1)OCO2	25%
Cc1ccc(C(=O)N2C(C(=O)NCC3CCCO3)COC23CCN(C(=O)CC(C)(C)C)CC3)cc1 (stereo unspecified)	19%
COc1ccc(C(=O)NCC2c3cc(OC)c(OC)cc3CCN2C(=O)Nc2ccccc2F)cc1 (stereo unspecified)	6%
CCC1=C(C(=O)OC)C(c2ccccc2OC)N2C(CC(=O)N3CCC(C)CC3)=CSC2=N1 (stereo unspecified)	?
O=C(c1cccc(O)c1)N1CCNc2cnc(Nc3cccc(F)c3)nc2C1	2%[176 µM]
Cn1ccnc1-c1ccc(N2CC[C@](C)(O)[C@@H](O)C2)nn1	22%
O=C1NC(C(=O)Nc2cccc(Cl)c2)Cn2cccc21 (stereo unspecified)	?
COc1ccccc1CCN1CCCC(CN(C)C(=O)CN2C(=O)CNC2=O)C1 (stereo unspecified)	46%[activator]
N#Cc1ccc(OC[C@@H](O)CN2CCC(C(O)(c3ccccc3)c3ccccc3)CC2)c(F)c1	-40%
CCOC(=O)N1CCN(C(=O)C[C@H]2C[C@@]3(C(=O)OC)C(=C[C@H](COCc4ccccc4)O[C@@H]3C)N(CCc3ccc(OC)c(OC)c3)C2=O)CC1	-9%
COc1ccc(Cl)cc1-c1ccc2c(c1)C(=O)N1CCN(C(=O)COc3ccccc3)C[C@@H]1C(=O)N2	-2%
CN1c2cc(C(=O)Nc3cccc(Br)c3)ccc2C(=O)N2CCCCC21 (stereo unspecified)	13%
Cc1ccc(CN2CC[C@H](c3nnc(-c4ccco4)o3)C2)o1	31%[activator][176 µM]
O=C(NCc1cccs1)c1cc(-c2ccc(Cl)cc2Cl)c2nncn2n1	?
COc1ccc(-c2noc([C@@H]3CCCN3C(=O)c3ccc(F)c(Cl)c3)n2)cc1	?
CC(=O)Nc1ccc([C@H]2OCC(=O)N(Cc3ccc(F)cc3)[C@@H]2CO)cc1	-8%[176 µM]
CCOc1ccccc1C1NC(=O)N(CC(=O)Nc2cccc(Cl)c2)C2=C1C(=O)OC2 (stereo unspecified)	2%
COCc1cc(C[C@H]2CNCC[C@H]2CC(=O)N(C)Cc2ccccc2)no1	8%[176 µM]
CS(=O)(=O)N1CCCN(C(=O)NC2CCCCC2)CCNC(=O)CC1c1ccccc1 (stereo unspecified)	17%
COc1ccc(CCN2Cc3cc(NC(=O)c4cccc(F)c4)ccc3OC(C)C2=O)cc1 (stereo unspecified)	?
O=C(Cn1nc2c(cc1=O)CCCCC2)Nc1nc2ccccc2s1	40%
Cc1cnc(CC2CCNC2)n1Cc1ccccc1 (stereo unspecified)	15%
O=C(O[C@H]1CC[C@@]23CCCN2C(=O)CCC[C@H]3[C@H]1Cc1ccccc1)N1CCCC1	14%
O=C(C1CC1)N1CCC(c2nn(Cc3ccccc3)c(=O)[nH]2)CC1	20%[176 µM]
CCc1cc(=O)n(CC(=O)Nc2ccc(Br)cc2F)c(N2CCOCC2)n1	2%

An excerpt from further up, for reference:
SMILES	12-LOX inh
Cc1ccc(CN2CC[C@H](c3nnc(-c4ccco4)o3)C2)o1	31%[activator][176 µM]
O=C(NCc1cccs1)c1cc(-c2ccc(Cl)cc2Cl)c2nncn2n1	?
COc1ccc(-c2noc([C@@H]3CCCN3C(=O)c3ccc(F)c(Cl)c3)n2)cc1	?
CC(=O)Nc1ccc([C@H]2OCC(=O)N(Cc3ccc(F)cc3)[C@@H]2CO)cc1	-8%[176 µM]
CCOc1ccccc1C1NC(=O)N(CC(=O)Nc2cccc(Cl)c2)C2=C1C(=O)OC2 (stereo unspecified)	2%
COCc1cc(C[C@H]2CNCC[C@H]2CC(=O)N(C)Cc2ccccc2)no1	8%[176 µM]
CS(=O)(=O)N1CCCN(C(=O)NC2CCCCC2)CCNC(=O)CC1c1ccccc1 (stereo unspecified)	17%
COc1ccc(CCN2Cc3cc(NC(=O)c4cccc(F)c4)ccc3OC(C)C2=O)cc1 (stereo unspecified)	?
O=C(Cn1nc2c(cc1=O)CCCCC2)Nc1nc2ccccc2s1	40%
Cc1cnc(CC2CCNC2)n1Cc1ccccc1 (stereo unspecified)	15%
O=C(O[C@H]1CC[C@@]23CCCN2C(=O)CCC[C@H]3[C@H]1Cc1ccccc1)N1CCCC1	14%
O=C(C1CC1)N1CCC(c2nn(Cc3ccccc3)c(=O)[nH]2)CC1	20%[176 µM]
CCc1cc(=O)n(CC(=O)Nc2ccc(Br)cc2F)c(N2CCOCC2)n1	2%

The list goes on.
SMILES	12-LOX inh
COCCOc1ccc2c(n1)CCN(C(=O)c1ccccn1)C2	108%[activator]
COC1CCN(CC2CCCCCN2C(=O)NC2CCCC2)CC1 (stereo unspecified)	12%
COc1cccc([S+](=O)([O-])N2CCC3(CC2)C(=O)NCN3Cc2ccc(Cl)cc2)c1	-7%&9%
Cc1c(CC(=O)NCC(=O)NCC(=O)N[C@@H](Cc2ccccc2)C(=O)O)c(=O)oc2c(C)c(O)ccc12	26%
CC(C)c1noc(-c2cccn3c(CNC(=O)C4CC4)nnc23)n1	28%
CC(C)[C@]1(O)CN(C(=O)Cc2ccc(F)cc2F)C[C@H]1C	25%
CN(C)C(=O)N1CCC2(CC1)CN(C(=O)c1cccc3[nH]ccc13)Cc1ccccc1O2	7%[6.33 µM]
CCCN1CC2(CCN(Cc3nc(CCOC)no3)CC2)CC1C(=O)O (stereo unspecified)	0%
COc1cccc(NC(=O)c2ccc(-c3nnc4ccc(NC(=O)C5CCC5)cn34)cc2)c1	8%
C[C@@H]1CN(c2ccc3nnc(-c4ccccn4)n3n2)C[C@H](C)O1	?
Cn1cc(C(=O)NCC2CN(C(=O)Cc3cccc(Oc4ccccc4)c3)CC23CN(c2ccccc2)C3)cn1 (stereo unspecified)	?
COc1ccc([C@@H](NC(=O)c2cc3ncccn3n2)C2CC(O)C2)cn1 (stereo partly specified)	89%[activator]
Cc1nc(CCC(=O)N2CCCC(CCc3c(F)cccc3F)C2)n[nH]1 (stereo unspecified)	27%
COCC1CN(C)CC12CCN(C(=O)C1CCOCC1)CC2 (stereo unspecified)	86%[activator]
Cn1nccc1C(=O)NCCC1CCN(C(=O)Nc2cc(F)cc(F)c2)CC1	26%
O=C1CC2(CCN(CC3CC3)CC2)Oc2ccccc2N1c1ccccc1	42%
CC1(COc2ccccc2)COc2ccc(C(=O)NCc3cccc(F)c3)cc2N1 (stereo unspecified)	?
FC(F)(F)c1cccc(-c2cc(C3=CCOCC3)c3cncn3c2)c1	?
Cc1cc(C)n(-c2cccc(CN(C)Cc3nc(-c4ccccn4)no3)c2)n1	100%[activator]
CCN1c2cc(C(=O)NCc3ccc4c(c3)OCO4)ccc2C(=O)N2CCCCCC21 (stereo unspecified)	-4%
CC1(C)[C@H](Cc2cc(COc3ccccc3)on2)C[C@@H]1NC(=O)Cc1ccccc1	-9%[176 µM]
Cc1ccccc1C(=O)NC1CCCCN(C)C1=O (stereo unspecified)	-3%
CCOC(=O)Cn1nc2n(c1=O)CCN(Cc1cccc(Cl)c1)C2=O	27%
COCC(=O)N[C@H]1CCN2C(=O)c3ccccc3NC(=O)[C@@H]2C1	-6%[176 µM]
O=C(c1ccccc1F)N1CCN(c2cc(-c3ccccc3)[nH]n2)CC1	3%
Later entries:
SMILES	12-LOX inh
Cc1ccc(OCc2nc(C3CN(C(=O)C4CCCO4)C3)no2)cc1 (stereo unspecified)	15%
O=C(NCc1nnc2n1C(C(=O)NC1CC1)CC2)c1ccc(Cl)cc1Cl (stereo unspecified)	6%[6.33 µM]
O=C(O)c1cccc(-c2n[nH]c3c2CC(=O)N(CCOc2ccccc2)C3)c1	?
CCCOc1c(CN2CCCNCC2)cc(Cl)cc1OC	62%[activator]
CNC(=O)C1(N2CCC[C@H]2C(=O)N(C)Cc2cccnc2)CCOCC1	?
COc1ccc(-c2ccc3ncc(Nc4ccccc4Cl)n3n2)cn1	26%[176 µM]
